Source: PubChem BioAssay (Broad Institute)
DENV2 CPE – inhibitors of DENV2 cytopathic effect, primary screen, cell-based, plate reader, single concentration. DENV2-infected cells, cytopathic effect rescue. 350,000 tested, 1.7% active. CPE inhibition, % at 9.99 µM; in the data active means CPE inhibition above about 20%, passing the limit was not always enough; inconclusive means no clear call, values can overlap the other calls; tested in BHK-21 cells;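 further: 0% = median of neutral control wells and 100% = median of positive control wells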
PglD DTNB – C. jejuni PglD acetyltransferase inhibitors, primary screen, biochemical, DTNB colorimetric, single point; UDP-N-acetylbacillosamine N-acetyltransferase PglD (Campylobacter jejuni); purified PglD enzyme, DTNB colorimetric CoA detection; inhibition, % at 12.5 µM; 360,000 tested, 0.098% active; in the data active means inhibition above about 16%, passing the limit was not always enough; inconclusive means no clear call, values can overlap the other calls; further: strong numbers were not always called active
C2C12 statin – suppressors of statin myotoxicity in C2C12 myotubes, primary screen, cell-based, single point, plate reader. C2C12 myotubes + simvastatin, ATP luminescence, 48 h; scaled: DMSO 0, geranylgeraniol control 100. rescue of ATP level, % at 7.49 µM. 330,000 tested, 0.78% active;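 active means mean ATP rescue above about 67%, or every replicate alone reaching that limit, limit read from the data, passing the limit was not always enough; inconclusive means no clear call, values can overlap the other calls; inactive means mean under the limit and some replicate under it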;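 further: myotubes were challenged with 10 µM simvastatin during compound exposure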
ERp5 block – inhibitors of ERp5-driven insulin aggregation, primary screen, biochemical, turbidity, absorbance 650 nm, single point; Protein disulfide-isomerase A6 (Homo sapiens), Q15084; inhibition, % at 9.99 µM; 90 min; 350,000 tested, 0.05% active; AID 651711, 2012;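 active means mean replicate inhibition above about 25%, with every replicate also reaching it, limit read from the data, passing the limit was not always enough; inconclusive means only one of those two criteria met; inactive means neither criterion met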
E-selectin induc – E-selectin induction in HUVECs, primary screen, imaging, HUVEC, immunofluorescence imaging, single point; P16581; normalized: neutral wells 0, TNF-alpha wells 100; activation, % at 7.58 µM; 260,000 tested, 0.37% active; AID 686992, 2013;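 active means mean E-selectin-positive cell signal at least 10% of the positive control, reached in at least 60% of replicates, without over 20% cell loss; inconclusive means no rule given, readout overlaps actives, possibly toxicity-flagged; inactive means the rest, including those meeting only one limit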;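 further: in these data hits start at about 27%; measured in HUVEC primary endothelial cells; signal is the percent of cells scored E-selectin positive by PE staining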
Target sequence (P16581 whole entry, looked up): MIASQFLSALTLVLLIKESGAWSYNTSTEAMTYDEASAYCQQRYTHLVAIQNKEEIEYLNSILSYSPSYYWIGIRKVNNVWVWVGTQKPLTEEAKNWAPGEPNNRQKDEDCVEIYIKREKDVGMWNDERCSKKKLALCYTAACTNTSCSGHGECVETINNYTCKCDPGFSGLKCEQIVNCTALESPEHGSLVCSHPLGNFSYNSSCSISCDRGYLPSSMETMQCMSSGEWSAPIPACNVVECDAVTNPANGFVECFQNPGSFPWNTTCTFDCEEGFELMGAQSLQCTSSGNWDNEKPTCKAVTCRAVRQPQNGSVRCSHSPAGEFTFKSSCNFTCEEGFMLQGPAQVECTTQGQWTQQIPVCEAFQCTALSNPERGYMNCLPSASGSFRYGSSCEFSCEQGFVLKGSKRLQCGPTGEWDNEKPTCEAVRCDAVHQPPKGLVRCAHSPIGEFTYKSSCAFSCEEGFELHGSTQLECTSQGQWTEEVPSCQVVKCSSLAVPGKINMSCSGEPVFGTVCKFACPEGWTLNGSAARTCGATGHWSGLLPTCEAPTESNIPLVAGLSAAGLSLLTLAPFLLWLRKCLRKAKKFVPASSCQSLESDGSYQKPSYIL
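System: HUVEC / Compound: single concentration / Signal: immunofluorescence imaging / Read-out: percent E-selectin-positive cells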
SIRT5 inh – SIRT5 desuccinylase inhibitors, primary screen, biochemical, fluorescence imaging, single point, set 5; NAD-dependent protein deacylase sirtuin-5, mitochondrial (Homo sapiens), Q9NXA8; Purified SirT5, succinyl-peptide AMC, trypsin-coupled fluorescence; inhibition, % at 15 µM; 330,000 tested, 1.1% active; AID 652115, 2013; in the data active means inhibition above about 15%; inconclusive means no clear call, values can overlap the other calls
Target sequence (Q9NXA8 whole entry, looked up): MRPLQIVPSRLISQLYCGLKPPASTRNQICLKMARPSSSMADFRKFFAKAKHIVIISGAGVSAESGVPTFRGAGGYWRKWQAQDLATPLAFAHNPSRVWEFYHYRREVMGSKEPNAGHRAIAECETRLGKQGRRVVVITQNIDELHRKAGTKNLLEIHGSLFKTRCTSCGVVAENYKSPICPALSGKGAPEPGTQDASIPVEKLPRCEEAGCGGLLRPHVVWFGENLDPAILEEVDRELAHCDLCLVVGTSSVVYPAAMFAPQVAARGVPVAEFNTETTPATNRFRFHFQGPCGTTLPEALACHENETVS
S100A4 MyoIIA – inhibitors of S100A4-myosin IIA peptide binding, primary screen, biochemical, fluorescence polarization, TAMRA-MyoIIA peptide; AID 652163, 2013; 360,000 tested, 0.14% active; inhibition, % at 10.7 µM; Protein S100-A4 (Homo sapiens), P26447;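 active means mean inhibition of at least 70% across replicates, with every replicate also reaching that level; inconclusive means mean inhibition reaches 70% but some replicates fall short; inactive means mean inhibition below 70%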
Target sequence (P26447 whole entry, looked up): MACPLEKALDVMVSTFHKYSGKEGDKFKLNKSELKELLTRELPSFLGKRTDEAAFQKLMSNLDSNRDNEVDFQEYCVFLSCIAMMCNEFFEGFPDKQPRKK
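Compound dosing: one dose per compound; test system: human S100A4 monomer with TAMRA-labelled myosin IIA peptide; probe or stimulus: TAMRA-labelled myosin IIA heavy-chain peptide probe, 5 nM; medium: HEPES buffer with Ca2+, pH 7.2; schedule: 5 min incubation before reading; benchmarks: neutral control DMSO, positive control TFP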
* = called active by the depositor; ? = inconclusive; · = not tested or not shown; & = joins results of further samples.

SMILES	DENV2 CPE	PglD DTNB	C2C12 statin	ERp5 block	E-selectin induc	SIRT5 inh	S100A4 MyoIIA
O=C(C1CC1)N1CCC(Oc2cccc(C(=O)N3CCCCC3CCO)c2)CC1 (stereo not given)	4	1	1	-1	·	-1	10
CCCc1nc2ccccc2c(C(=O)OCC(=O)NCc2ccc3c(c2)OCO3)c1CC	·	·	·	7	0.1	-4	9
O=C(C[C@H]1C[C@H]2c3cc(NC(=O)CC4CC4)ccc3O[C@H]2[C@H](CO)O1)NCCc1ccccc1	0	2	-2	11	0.4	-3	24
COc1ccc(NC(=O)Nc2cccc3c2O[C@H](CN(C)S(=O)(=O)c2ccc(F)cc2)[C@H](C)CN([C@H](C)CO)C3=O)cc1	-4	3	6	·	0.0	·	·
CCOC(=O)C1(Cc2cccc(Cl)c2)CCCN(C(=O)c2ccc(C)nc2)C1 (stereo not given)	4	·	·	7	·	5	-5
CC1(C)CC(=O)C2=C(C1)N1C(=C(C#N)C2c2ccc(Cl)cc2)N=C(N)c2ccccc21 (stereo not given)	2	-8	55	-4	-0.3	·	15
CCc1ccccc1Oc1nc2cc(-c3cccc(OC)c3)sc2c(=O)n1C	6	9	3	2	-0.1	·	-6
CC(C)(C)C1=NN(c2ccc([N+](=O)[O-])cc2)C(c2ccccc2)C1 (stereo not given)	-8	-1	4	-5	·	-1	1
COc1ccc(C#Cc2ccc([C@@H]3[C@@H](CO)N4C(=O)CN(C(C)=O)C[C@H]34)cc2)cc1	-5	·	·	1	-0.4	-4	·
NCC[C@@H]1CC[C@@H](NC(=O)Cc2ccncc2)[C@H](CO)O1	-2	-2	-9	1	0.8	8	1
COc1ccc(NC(=O)c2ccccc2N(Cc2ccccc2)S(C)(=O)=O)c(OC)c1	-5	0	10	1	·	-2	0
Cc1cc(C(=O)COC(=O)/C=C/c2cccc(Br)c2)c(C)n1C	?	0	28	-6	0.3	1	1
C[C@H]1CN([C@@H](C)CO)C(=O)CCCn2nncc2CO[C@H]1CN(C)S(=O)(=O)c1ccc(F)cc1	-6&9&2	2&2&-3	-1&13&10	4&0&-6	-0.2&-0.2	-6&-2&-5	0&2&6
O=C(Cn1cnc([N+](=O)[O-])n1)NC1CC1	-7	·	·	8	·	1	-1
Cc1cc(C)n(CC(=O)NC2CCCc3c2cnn3-c2ccccc2F)n1 (stereo not given)	-1	-2	12	6	·	-5	-10
Cc1ccc(N=C2S/C(=C/c3cccc(OCC(=O)O)c3)C(=O)N2C)cc1C	-5	-6	7	0	·	3	-3
CCCC#Cc1ccc2c(c1)O[C@@H](CN(C)C(=O)c1cccnc1)[C@H](C)CN([C@@H](C)CO)S2(=O)=O	7	0	·	3	-0.1	1	-11
CN(C(=O)COc1cc(=O)n(C)c2ccccc12)c1ccc(Br)cc1	-5	-1	2	4	0.1	·	-10
O=C(N/N=C/c1cc2c(cc1[N+](=O)[O-])OCO2)c1cccnc1	-9	2	7	-3	2.8	-4	2
CCOC(=O)Cc1csc(NS(=O)(=O)c2ccc(C(F)(F)F)cc2)n1	3	6	·	0	·	0	-5
CN1C(=O)c2cc(NS(=O)(=O)CC(F)(F)F)ccc2OC[C@H]2O[C@@H](CC(=O)NCc3ccc(Cl)c(Cl)c3)CC[C@@H]21	-1	·	·	-7	0.0	0	-5
c1cn(CCCNc2ncnc3nc[nH]c23)cn1	5	0	18	-3	-0.1	·	-1
Cc1noc(NS(=O)(=O)c2ccc(NC(=O)c3ccc(OC(C)C)cc3)cc2)c1C	6	·	·	-4	·	-3	6
C[C@@H]1CN([C@H](C)CO)C(=O)c2cc(-c3ccccc3)cnc2O[C@H]1CN(C)C(=O)Cc1ccccn1	-8	-2	10	1	0.0	-3	-4
O=C(NCC[C@@H]1CC[C@@H](NC(=O)C2CC2)[C@H](CO)O1)c1cc(Cl)cc(Cl)c1	1	-2	-14	1	0.5	10	-34
SMILES	DENV2 CPE	PglD DTNB	C2C12 statin	ERp5 block	E-selectin induc	SIRT5 inh	S100A4 MyoIIA
CCc1nnc(NC(=O)c2cccs2)s1	-1	5	-7	-6	·	-3	-1
Cc1cccc(NC(=O)COn2nnc3ccc(S(C)(=O)=O)cc32)c1	2	2	?	4	·	-7	-2
O=C(CC(O)c1ccncc1)c1ccccc1O (stereo not given)	?	2	-4	-17	-0.1	·	-2
CCOc1ccccc1N1CCN(CC(=O)NC(C)c2ccccc2)CC1 (stereo not given)	-5	2	-3	-1	·	-3	-2
CCc1ccc2c(c1)C(c1ccc(N3CCOCC3)cc1)=NNC(c1ccncc1)=N2	-2	·	·	6	·	-6	-23
O=C(CN1c2cccc3cccc(c23)S1(=O)=O)NCCc1ccccc1	-8	-2	-3	7	·	-2	0
Cc1ccc2c(c1)[C@@H]1[C@H](CO2)[C@H](c2ccccc2)[C@@]2(C)C(=O)N[C@H](C)C(=O)N12	-1	2	-3	2	-0.2	-2	-2
COc1cccc(NC(=O)COC(=O)c2sccc2C)c1	-1	1	6	-6	0.3	·	-2
COc1ccc(NC(=O)C2CCCN(S(C)(=O)=O)C2)cc1 (stereo not given)	?	2	32	23	·	-7	15
O=[N+]([O-])c1cccc(CSc2cccc[n+]2[O-])c1	-3	·	·	0	·	-5	12
COCCN(C(=O)COC(=O)CCC(=O)c1ccc(C)cc1)c1c(N)n(Cc2ccccc2)c(=O)[nH]c1=O	18	-1	·	14	19	4	9
COc1ccc(S(=O)(=O)Nc2ccc3c(c2)C(=O)N(C)C[C@@H](OC)[C@H](C)CN(C)[C@H](C)CO3)cc1	-8	-3	3	-3	-0.3	1	-4
O=C(CSc1nnc(CNC(=O)c2ccccc2)o1)NCc1ccc(F)cc1	6	4	·	3	·	3	14
Cc1cc(C)n(-c2ccc(NC(=O)C3CCN(Cc4cc(C)c(C)o4)CC3)cc2)n1	6	2	-1	1	-0.1	1	-3
Cn1cnc(CCNC(=O)C[C@@H]2CC[C@@H]3[C@H](COC[C@H](O)CN3C(=O)C3CC3)O2)c1	0	0	-5	-1	0.1	-1	18
COc1ccc(-c2csc(NC(=O)[C@H](C)N3C(=O)C4CC=CCC4C3=O)n2)cc1OC (stereo not given in full)	2	-2	-4	-11	-0.3	-4	-8
COc1ccc(CCNC(=O)CSc2nc3ccccc3c3nc(CCN4CCCCC4)nn23)cc1OC	-2	·	·	4	·	0	-1
O=C(CCS(=O)(=O)c1ccccc1)Nc1nc(-c2ccc(F)cc2)cs1	1	·	-9	2	-1.7	-2	-2
CS(=O)(=O)Nc1ccc2c(c1)[C@@H]1C[C@@H](CC(=O)NCc3cc(F)ccc3F)O[C@H](CO)[C@@H]1O2	-6	-4	1	-4	0.4	3	-9
N#Cc1c(N2CCN(C(=O)c3ccco3)CC2)nc(-c2ccccc2)c2c1CCCC2	0	-2	11	-8	·	-1	-5
NCC[C@H]1CC[C@@H](NC(=O)C2CC2)[C@@H](CO)O1	10	·	·	-7	-0.3	0	-1
N#C[C@@H]1[C@@H](c2ccccc2-c2ccccc2)[C@H](CO)N1C(=O)NC1CCCC1	-11	·	·	4	0.2	-1	12
CCN(C(=O)CSc1nnc(-c2ccccc2C)n1C)c1c(N)n(Cc2ccccc2)c(=O)[nH]c1=O	4	0	-8	0	-0.1	0	-3
O=C(Nc1ccc2oc(-c3ccccc3F)nc2c1)c1ccco1	-7	-9	3	2	-0.1	-3	-6
O=C1Nc2ccccc2Nc2ccccc21	?	5	9	7	0.1	0	1

Only S100A4 MyoIIA and SIRT5 inh, for some of the entries so far:
SMILES	S100A4 MyoIIA	SIRT5 inh
COc1ccc(CCNC(=O)CSc2nc3ccccc3c3nc(CCN4CCCCC4)nn23)cc1OC	-1	0
CCc1ccc2c(c1)C(c1ccc(N3CCOCC3)cc1)=NNC(c1ccncc1)=N2	-23	-6

Additional structures follow.
SMILES	DENV2 CPE	PglD DTNB	C2C12 statin	ERp5 block	E-selectin induc	SIRT5 inh	S100A4 MyoIIA
C[C@H](CO)N1C[C@H](C)[C@H](CN(C)S(=O)(=O)c2ccccc2)Oc2ccc(NC(=O)Nc3ccc4c(c3)OCO4)cc2CC1=O	-5	·	-94	-4	1.0	16*	7
CO[C@@H](CN(C)S(=O)(=O)c1ccc(F)cc1)[C@@H](C)CN([C@H](C)CO)S(=O)(=O)c1cccc(Cl)c1	-2	2	-12	-5	0.0	3	-21
COc1ccc(S(=O)(=O)N2CCCC2)cc1C(=O)O	-1	0	3	1	·	1	-1
COc1ccc(CCNC(=O)C(=O)NCC2CCCN2S(=O)(=O)c2cccs2)cc1 (stereo not given)	1	2	5	8	2.3	-4	-1
O=C1CNC[C@H]2[C@H](c3ccc(C#CC4CCCC4)cc3)[C@@H](CO)N12	12	·	·	-1	-0.2	-6	4
Cn1ncc2c(Nc3ccc(Cl)cc3)ncnc21	1	5	11	-2	·	-4	-2
CC1(C)Oc2cc3oc(-c4cc(O)cc(O)c4)cc3cc2CC1O (stereo not given)	1	0	17	-2	·	-15	2

By substructure, the compounds so far containing an aryl methoxy group.
SMILES	DENV2 CPE	PglD DTNB	C2C12 statin	ERp5 block	E-selectin induc	SIRT5 inh	S100A4 MyoIIA
COc1ccc(NC(=O)Nc2cccc3c2O[C@H](CN(C)S(=O)(=O)c2ccc(F)cc2)[C@H](C)CN([C@H](C)CO)C3=O)cc1	-4	3	6	·	0.0	·	·
CCc1ccccc1Oc1nc2cc(-c3cccc(OC)c3)sc2c(=O)n1C	6	9	3	2	-0.1	·	-6
COc1ccc(C#Cc2ccc([C@@H]3[C@@H](CO)N4C(=O)CN(C(C)=O)C[C@H]34)cc2)cc1	-5	·	·	1	-0.4	-4	·
COc1ccc(NC(=O)c2ccccc2N(Cc2ccccc2)S(C)(=O)=O)c(OC)c1	-5	0	10	1	·	-2	0
COc1cccc(NC(=O)COC(=O)c2sccc2C)c1	-1	1	6	-6	0.3	·	-2
COc1ccc(NC(=O)C2CCCN(S(C)(=O)=O)C2)cc1 (stereo not given)	?	2	32	23	·	-7	15
COc1ccc(S(=O)(=O)Nc2ccc3c(c2)C(=O)N(C)C[C@@H](OC)[C@H](C)CN(C)[C@H](C)CO3)cc1	-8	-3	3	-3	-0.3	1	-4
COc1ccc(-c2csc(NC(=O)[C@H](C)N3C(=O)C4CC=CCC4C3=O)n2)cc1OC (stereo not given in full)	2	-2	-4	-11	-0.3	-4	-8
COc1ccc(CCNC(=O)CSc2nc3ccccc3c3nc(CCN4CCCCC4)nn23)cc1OC	-2	·	·	4	·	0	-1
COc1ccc(S(=O)(=O)N2CCCC2)cc1C(=O)O	-1	0	3	1	·	1	-1
COc1ccc(CCNC(=O)C(=O)NCC2CCCN2S(=O)(=O)c2cccs2)cc1 (stereo not given)	1	2	5	8	2.3	-4	-1

An excerpt; rates above refer to the full screens.
